Compound activity (PubChem)
KB-3-1 tox = qHTS assay for MDR1-selective chemotherapeutics: Primary screen using the parental adenocarcinoma cell KB-3-1; KB-3-1 viability, CellTiter-Glo ATP luminescence, 72 h; Potency, µM (top dose mostly 46.1 µM), for the others: at the top dose activity change, negative = cytotoxic, hits mostly cytotoxic; 400,000 tested, 1.4% active; AID 1347075, 2019; note: potency is the fitted concentration of half-maximal effect; % is set by controls: 0 for no effect and ±100 for the full control effect; nearly all actives have a fitted effect of over 60% in size
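Here the drug-naive KB-3-1 line serves as comparator for MDR sub-line selectivity; cells received compound titrations, 72 h at 37 °C, then CellTiter-Glo readout.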
HepG2 viability = qHTS for Inhibitors of TGF-b: Cytotox Counterscreen. HepG2 CAGA-GFP viability, ATP luminescence, 18 h. Potency, µM (top dose mostly 46.1 µM), for the others: top-dose activity change, negative = cytotoxicity, actives largely listed as cytotoxic. 410,000 tested, 0.76% active; note: potency is the fitted concentration of half-maximal effect; some results filed as inactive show a strong effect at the top dose
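CellTiter-Glo luminescence gave cytotoxicity after 18 hours at 37 degrees C. The cells were HepG2 CAGA-GFP in 1% FBS DMEM, stimulated with 500 pg/mL TGF-beta after compound addition. %Activity was normalised to no-cell wells (complete cell-killing) and DMSO (no toxicity), and curves were fitted and classified.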
ATXN viability = Viability Counterscreen for Primary qHTS for Inhibitors of ATXN expression | S2 cells (HEK-293 line with an ATXN2-luciferase reporter) viability, CellTiter-Fluor protease fluorescence, 24 h | Potency, µM (doses to about 56.7 µM), actives largely listed as cytotoxic | 400,000 tested, 0.49% active | AID 651635, 2014; note: potency is the fitted concentration of half-maximal effect; nearly all actives have a fitted effect of over 40% in size
MCF10A rereplic = A quantitative high throughput screen for small molecules that induce DNA re-replication in MCF 10a normal breast cells. MCF 10A DNA re-replication, Hoechst nuclear intensity, 48 h. Potency, µM (top dose mostly 46.1 µM), for the others: top-dose activity, positive = re-replication, actives largely listed as activators. 350,000 tested, 2.9% active; note: potency is the fitted concentration of half-maximal effect; % of control where 0% means no effect; nearly all actives have a fitted effect of over 50% in size
HT1080NT lethal = qHTS for induction of synthetic lethality in tumor cells producing 2HG: qHTS for the HT-1080-NT fibrosarcoma cell line | HT-1080-NT fibrosarcoma viability, CellTiter-Glo ATP luminescence, 48 h | Potency, µM (series often up to 46.1 µM), for inactives: top-dose activity, negative = less viability, hits mostly cytotoxic | 360,000 tested, 1.6% active;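 note: NT is the 2HG producing partner of a matched IDH1 knockdown line; potency is the fitted concentration of half-maximal effect; 0% = DMSO-treated cells and -100% = media-only wells without cells; nearly all actives have a fitted effect of over 55% in size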
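Toxicity toward the 2HG-producing NT line was scored as %Activity, normalised to DMSO and no-cell wells, from CellTiter-Glo luminescence after 48 hours' treatment.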
ATXN2 expr inh = Primary qHTS for Inhibitors of ATXN expression; HEK-293 ATXN2-luciferase reporter, luminescence, 24 h; 360,000 tested, 0.72% active; AID 1745845, 2022; Potency, µM (highest dose often 57 µM), for the others: top-dose activity change, negative = inhibition, usual class: inhibitors; note: potency is the fitted concentration of half-maximal effect; % is set by controls: 0 for no effect and ±100 for the full control effect; nearly all actives have a fitted effect of over 55% in size
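ATXN2-luciferase reporter cells (luciferase flanked by upstream and downstream ATXN2 gene portions) were treated 24 h at 37 °C with compounds at up to 57 uM. SteadyGlo luminescence gave expression; GF-AFC fluorescence gave viability.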
SW480 rerep = A quantitative high throughput screen for small molecules that induce DNA re-replication in SW480 colon adenocarcinoma cells; SW480 DNA re-replication, Hoechst DNA content imaging, 48 h; Potency, µM (titrated, usually from 46.1 µM), for inactives: at the top dose re-replication activation, usual class: activators; 340,000 tested, 1.8% active; note: potency is the fitted concentration of half-maximal effect; % of control where 0% means no effect; nearly all actives have a fitted effect of over 55% in size
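Hoechst fluorescence of nuclei (405 nm excitation, 500-530 nm emission) measured by plate-scanning imager after 48 hr compound exposure at 37 C; re-replication scored as increased number of nuclei with elevated intensity.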
IL-1B inflam inh = qHTS for Inhibitors of Inflammasome Signaling: IL-1-beta AlphaLISA Primary Screen; AID 743279, 2014; activity change, % at 57.5 µM; THP-1 LPS/ATP IL-1B secretion, AlphaLISA, 16 h; active compounds read low; 360,000 tested, 4.7% active; in the data active = activity change below about -50%; inconclusive = mostly about -30% to -49%; note: % is set by controls: 0 for no effect and ±100 for the full control effect
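Secreted IL-1B measured by AlphaLISA bead assay after 16 h compound exposure of THP-1 cells; compounds (final up to 57.5 uM) added 1 h before LPS (250 ng/mL) and ATP (1.25 mM) stimulation; lower signal means less secretion.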
HT1080 IDH1KD tx = qHTS for induction of synthetic lethality in tumor cells producing 2HG: qHTS for the HT-1080-IDH1KD cell line; 360,000 tested, 2% active; HT-1080 IDH1 knockdown viability, ATP luminescence, 48 h; Potency, µM (series often up to 46.1 µM), without a hit: at the top dose activity, negative = toxicity, hits mostly cytotoxic;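 note: potency is the fitted concentration of half-maximal effect; 0% = DMSO wells and -100% = cell-free medium wells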
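In this qHTS, HT-1080 cells depleted of IDH1 are exposed for 48 h at 37 °C to compound titrations. Toxicity is scored from CellTiter-Glo luminescence, with DMSO as full viability and medium alone as none.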
* marks the source's active call; other numbers are inactive results; i = inactive; ? = inconclusive; . = not tested or not shown; [ ] = another dose, or the depositor's remark. Unless noted, calls come from the whole dose curve; as a rule, active = well fitted curve in the direction sought with a large enough effect; inconclusive = small, poorly fitted or top-dose-only effect, or another doubt; inactive = no such curve, though single readings can be large; an effect the other way counts as inactive or inconclusive.

SMILES	KB-3-1 tox	HepG2 viability	ATXN viability	MCF10A rereplic	HT1080NT lethal	ATXN2 expr inh	SW480 rerep	IL-1B inflam inh	HT1080 IDH1KD tx
Cc1cccc(CCN(Cc2cc3cccc(C)c3[nH]c2=O)C(=O)N2CCOCC2)c1	-2%	-6%	i	0%	-6%	-17%	0%	-7	-7%
CC1CN(C(=O)c2cccn(Cc3c(Cl)cccc3Cl)c2=O)CC(C)O1 (stereo unspecified)	-17%	-3%	i	1%	3%	-11%[11.3 µM]	-16%	30	1%
CCc1ccc(-n2c(Cc3ccccc3)n[nH]c2=S)cc1	7%	11%	i	-3%	-1%	-18%	-8%	9	-7%
CCC(=O)N1CC2(C)CN(C(=O)CC)CC(C)(C1)C2	2%	-5%	i	8%	19%	96%[activator]	-3%	-13	16%
COc1ccc(N(CCC(=O)Nc2ccccc2F)S(=O)(=O)c2ccc(C)cc2C)cc1	-19%	-31%	i	7%	0%	8%	3%	-1	0%
CCOC(=O)C1Nc2ccc(C(F)(F)F)cc2C2C=CCC12 (stereo unspecified)	23%	-29%	i	?	-6%	2%	?	-5	0%
CC(C)(C)NC(=O)c1cccc(NC(=O)Cc2cccs2)c1	16%	-70%	i	-2%	10%	10%	-3%	6	11%
O=c1c2ccccc2ncn1-c1ccc([N+](=O)[O-])cc1Cl	4%	-2%	i	?	16%	-5%	?	-11	?
CCN(CC)S(=O)(=O)c1ccc(OC)c(NC(=O)c2cc([N+](=O)[O-])ccc2N2CCOCC2)c1	-7%	4%	i	.	-3%	.	.	-4	0%
COc1ccc(S(=O)(=O)N2CCCCC2)cc1NC(=O)COC(=O)c1ccco1	4%	7%	i	0%	-2%	0%	-5%	0	9%
CCOC(=O)c1cnc(SC)nc1Oc1cccc(NS(=O)(=O)c2ccc(Cl)cc2)c1	?	-4%	i	16%	12%	2%	14%	43	15%
Cc1ccc(CS(=O)(=O)c2ncn[nH]2)cc1	0%	4%	i	1%	0%	-3%	-4%	-5	14%
O=C(NCCN1CCOCC1)c1cccc(S(=O)(=O)N2CCCCC2)c1	.	-42%	i	2%	-4%	-9%	-2%	2	1%
C[C@]1(O)CC(=O)C=C[C@H]1Nc1ccccc1	?	-20%	?	?	21µM*	?	?	-104*	?
Cc1cc(=O)n2nc(N3CCC(C(=O)NC4CCCc5ccccc54)CC3)sc2n1 (stereo unspecified)	2%	-23%	i	3%	-1%	-4%	1%	-6	-1%
O=C(c1cccc(F)c1)N1CCc2ccccc2C1	6%	-5%	i	4%	20%	30%	-12%	-22	27%
CC(CC(=O)NC1CCSC1=O)c1ccccc1 (stereo unspecified)	3%	-6%	?	-6%	-2%	0%	-8%	13	0%
CC(C)c1ccc(/C=N/NC(=O)CC(=O)NCc2ccccc2)cc1	-3%	23%	i	9%	-2%	.	-35%[inhibitor]	1	1%
CCOC(=O)C1CCCN(C(=O)c2cc3c(=O)n(C)c4ccccc4c3n2C)C1 (stereo unspecified)	1%	-11%	i	5%	-18%	-8%	2%	10	-13%
CCNc1nc2cccnc2s1	3%	10%	i	0%	8%	.	-2%	14	5%
CCOc1ccc(C(C)=O)cc1COC(=O)c1ccccc1C(=O)N(C)Cc1ccccc1	11%	-5%	i	?	-6%	0%	?	?	2%
CCc1ccccc1N1C(=O)c2cccc3c(N4CCOCC4)c([N+](=O)[O-])cc(c23)C1=O	-14%	-2%	i	19%	-12%	-16%	3%	-2	-11%
Cc1c(Br)ccc(NC(=O)CCN2C(=O)C3C4CCC(C4)C3C2=O)c1C (stereo unspecified)	11%	-26%	i	3%	16%	35%[activator]	1%	6	-2%
Nc1ncc([N+](=O)[O-])cc1Br	0%	5%	i	3%	6%	-1%	1%	-10	10%
COC(=O)CNC(=O)N1CCN(S(=O)(=O)c2ccc3c(ccn3C)c2)CC1	8%	-3%	i	.	.	9%	.	.	.
Cc1ccc2nc(SCC(=O)Nc3ncccn3)[nH]c2c1	11%	-3%	i	-2%	0%	18%	0%	0	9%
CCC(=O)N(CCC(c1ccc(C)cc1)c1ccco1)Cc1ccco1 (stereo unspecified)	-4%	1%	i	?	-13%	0%	-2%	-4	-7%
O=C(Cc1ccccc1F)Nc1ccc(S(=O)(=O)N2CCCCC2)cc1	-2%	-4%	i	10%	-17%	-6%	?	5	-9%
CCOC(=O)C(C)/C(C)=N/NC(N)=S (stereo unspecified)	0%	-37%	i	11%	?	-2%	5%	-60*	-7%
Fc1ccccc1Cn1nnc2c(-n3ccnc3)ncnc21	7%	-17%	i	6%	-9%	-5%	-6%	-17	-3%
Cc1ccc(-c2nn(-c3ccccc3)cc2/C=C/C(=O)OCC(=O)NC2CC2)o1	-1%	-22%	?	?	1%	-2%[11.3 µM]	2%	-3	-15%
CC(C)(CO)NC(=O)C(c1ccccc1)c1ccccc1	15%	-20%	i	5%	0%	2%	2%	-13	-8%
CCOc1ccc(C(=O)Nc2onc3c2CCCC3)cc1	0%	-50%	i	.	.	?	.	.	.
O=C1c2[nH]c3ccccc3c2CC1N1C(=O)c2ccccc2C1=O (stereo unspecified)	0%	-16%	i	.	16%	.	.	-7	18%
CC(C)Oc1ccc(/C=N/NC(=O)C(CSCc2ccccc2)NC(=O)c2ccc([N+](=O)[O-])cc2)cc1 (stereo unspecified)	-4%	-25%	i	5%	-22%	-17%	3%	9	-11%
C/C(=N\OC(=O)c1ccc(F)cc1)c1ccc(F)c(F)c1	-9%	-14%	i	0%	2%	-6%	1%	-30	0%
CC(C)N(C(=O)CSc1nnc(NC(=O)c2ccco2)s1)C(C)C	-1%	-3%	i	0%	1%	.	-6%	8	2%
C[C@@H]1CCCN1[C@@H]1CS(=O)(=O)N[C@H]1COCc1ccccc1	0%	4%	i	.	6%	14%	.	44	10%
Cc1cc(-c2ccccc2)nc(N/N=C/c2ccc(O)cc2O)n1	?	-26%	?	8%	?	?	?	-89*	2.1µM*
OC(COCc1ccccc1)CN1CCN(Cc2ccc3c(c2)OCO3)CC1 (stereo unspecified)	1%	0%	i	11%	-2%	-22%[11.3 µM]	10%	-1	9%

Three entries already listed, sorted by their value in SW480 rerep, smallest number first:
compound | SW480 rerep
Fc1ccccc1Cn1nnc2c(-n3ccnc3)ncnc21 | -6%
Nc1ncc([N+](=O)[O-])cc1Br | 1%
CCOC(=O)C(C)/C(C)=N/NC(N)=S (stereo unspecified) | 5%

(more compounds)
SMILES	KB-3-1 tox	HepG2 viability	ATXN viability	MCF10A rereplic	HT1080NT lethal	ATXN2 expr inh	SW480 rerep	IL-1B inflam inh	HT1080 IDH1KD tx
CC(C)Oc1cc(F)ccc1-c1cc(C(=O)NCc2cccs2)[nH]n1	0%	-39%	i	.	-11%	-16%	.	0	8%
CCOC(=O)C1CCN(C(=O)c2cccc(S(=O)(=O)N3CCCc4ccccc43)c2)CC1	-16%	-8%	i	22%	-5%	-18%	-84%[inhibitor]	-7	-2%
O=C(NCCCN1CCCC1=O)c1ccc([N+](=O)[O-])s1	-1%	-16%	?	3%	0%	-17%	?	19	1%
COc1cccc(-c2nnn(CC(=O)O)n2)c1	9%	-12%	i	1%	7%	0%	-3%	-11	9%
Nc1nc(SCc2ccc3c(c2)OCO3)n[nH]1	20%	-3%	i	6%	2%	4%	-2%	-9	10%
COc1ccc(Cn2c(O)cc(=O)[nH]c2=O)cc1	2%	-4%	i	-12%	7%	-3%	-16%	-5	1%
CCOC(=O)c1[nH]c(C)c(CCC(=O)N2CCN(c3cccc(OC)c3)CC2)c1C	-6%	1%	i	.	.	3%	.	.	.
COc1ccc(-c2cc(C(=O)N(C)Cc3cccc(OC)c3OC)c3ccccc3n2)cc1OC	-8%	-11%	i	-6%	-22%	-12%	-1%	-10	-26%
CN(C(=O)c1cccc(NC(=O)Cc2ccc([N+](=O)[O-])cc2)c1)C1CCCC1	?	-15%	?	1%	-12%	?	-7%	-24	-26%
CC(Sc1nc(-c2ccccc2)cc(C(F)(F)F)n1)C(=O)NCc1ccco1 (stereo unspecified)	0%	-43%	i	?	1%	-12%	-9%[9.22 µM]	15	2%
Cc1ccc(S(=O)(=O)N2C[C@@H]3[C@H]4CC[C@H](C4)[C@@H]3[C@@H](C)[C@@H]2c2cn(Cc3ccccc3)c3ncccc23)cc1	0%	-18%	i	0%	0%	-19%	5%	-18	-4%
CCCN(CCC)C(=O)C1CC(=O)OC12CCCCC2 (stereo unspecified)	-21%	-6%	i	5%	21%	-8%	4%	-4	15%
COc1ccc(CN(CC(=O)NCc2ccco2)C(=O)CNS(=O)(=O)c2ccc(C)cc2)cc1	-1%	-2%	i	0%	-15%	0%	-7%	-2	-1%
Cc1cc(S(=O)(=O)NCc2ccccc2)ccc1OCC(=O)N1CCCC1	?	8%	i	-1%	2%	-7%	3%	i	-10%
CC1(C(=O)NS(=O)(=O)c2cccc(C#N)c2)CCN1C(=O)C1(c2ccc(Cl)cc2)CCC1 (stereo unspecified)	-4%	6%	i	.	-6%	-8%	.	-14	6%
Cc1ccc(-c2nnc(Nc3ccccc3)c3ccccc23)cc1S(=O)(=O)N1CCOCC1	8%	1%	?	.	.	6%	.	.	.

A few values from above.
Under SW480 rerep, COc1ccc(CN(CC(=O)NCc2ccco2)C(=O)CNS(=O)(=O)c2ccc(C)cc2)cc1 shows -7%
Under IL-1B inflam inh, COc1cccc(-c2nnn(CC(=O)O)n2)c1 shows -11
